MEKK3 PB1 HTS: modulators of MEKK3-MEK5 PB1 binding, primary screen, biochemical, wildtype MEKK3, multiplex bead flow cytometry, Alexa488-MEK5; Mitogen-activated protein kinase kinase kinase 3 (Homo sapiens), Q99759; bead-based flow cytometry, Alexa488-MEK5 binding to MEKK3; actives lie on both sides; 0 = blocked by unlabeled MEK5, 100 = vehicle; binding response (% of control), % at 10 µM; 290,000 compounds, 1.4% hits; AID 1529, 2009;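 active = binding response more than 3 SD above or below the average of its plate-row segment, actives on both sides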;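 note: Alexa488 bead fluorescence after subtracting the streptavidin-only scavenger bead signal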
Target sequence (Q99759 whole entry, looked up): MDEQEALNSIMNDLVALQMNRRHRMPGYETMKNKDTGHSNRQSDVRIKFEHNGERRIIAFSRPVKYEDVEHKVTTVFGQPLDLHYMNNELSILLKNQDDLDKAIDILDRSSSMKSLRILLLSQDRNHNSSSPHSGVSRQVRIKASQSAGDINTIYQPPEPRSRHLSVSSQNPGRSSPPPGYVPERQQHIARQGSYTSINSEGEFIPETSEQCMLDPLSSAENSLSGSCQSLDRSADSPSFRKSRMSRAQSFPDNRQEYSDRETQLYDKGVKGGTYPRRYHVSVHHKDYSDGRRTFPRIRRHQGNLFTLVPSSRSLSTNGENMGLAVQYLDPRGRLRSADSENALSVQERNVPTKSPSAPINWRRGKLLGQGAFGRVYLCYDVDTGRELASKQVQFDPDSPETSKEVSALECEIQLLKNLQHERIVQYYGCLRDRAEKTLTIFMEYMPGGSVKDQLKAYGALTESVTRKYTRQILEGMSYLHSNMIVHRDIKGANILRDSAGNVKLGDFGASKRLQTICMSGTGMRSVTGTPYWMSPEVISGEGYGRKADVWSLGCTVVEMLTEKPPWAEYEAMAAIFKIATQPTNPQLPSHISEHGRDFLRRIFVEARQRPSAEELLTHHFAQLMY
MEKK2wt PB1 HTS: modulators of MEK5 binding to wildtype MEKK2, primary screen, biochemical, multiplex bead flow cytometry, Alexa488-MEK5; AID 1531, 2009; binding response (% of control), % at 10 µM; Alexa488-MEK5 binding to MEKK2 WT; actives lie on both sides; 290,000 compounds, 1.1% hits; in the data active = binding response below about 67% or above about 130%
FID counter: compounds displacing fluorescent DNA intercalator, primary screen, artefact control for HCV NS3 helicase inhibitor project, biochemical, FID fluorescence | 290,000 compounds, 0.17% hits | DNA fluorescent intercalator displacement | AID 1845, 2009 | inhibition, % at 7.9 µM; in the data active = inhibition above about 37%;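 note: 0% = vehicle and 100% = reference compound; higher means more ethidium bromide displaced from hairpin DNA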
PHOSPHO1 block: PubChem AID 1565; Phosphoethanolamine/phosphocholine phosphatase (Homo sapiens), Q8TCT1; recombinant PHOSPHO1, absorbance phosphatase assay; inhibition, % at 13.3 µM; 290,000 compounds, 1.1% hits; in the data active = inhibition above about 60%
GPR7 antagonist: GPR7 receptor antagonists, primary screen, cell-based, fluorescence, single concentration; Neuropeptides B/W receptor type 1 (Homo sapiens), P48145; inhibition, % at 4.4 µM; 290,000 compounds, 1.1% hits; GPR7-expressing cells, fluorescence antagonist assay; in the data active = inhibition above about 16%, passing the limit was not always enough;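 note: cells stimulated with the agonist NPW; 0% = agonist with vehicle and 100% = vehicle without agonist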
NALP1 yeast inh: NALP1 inflammasome inhibitors in reconstituted yeast, colorimetric, S. cerevisiae, triplicate retest; S. cerevisiae NALP1/ASC/caspase-1 growth, X-gal OD620, 72 h; inhibition, % at 10 µM; 280,000 compounds, 0.61% hits; AID 2071, 2009; in the data active = inhibition mostly above about 24%, no sharp cut-off; inactive = mostly below about 32%; note: some compounds called inactive have numbers as strong as hits
M18AAP inhibitor: PfM18AAP inhibitors, malaria aminopeptidase, primary screen, biochemical, QFRET, recombinant enzyme; inhibition, % at 7.35 µM; M18 aspartyl aminopeptidase (Plasmodium falciparum 3D7); H-Glu-NHMec fluorogenic cleavage; AID 1822, 2009; 290,000 compounds, 1.2% hits;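 active = inhibition above the campaign mean inhibition over all tested compounds plus 3 SD, cut at about 28% in these data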;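 note: 0% = plate median of test compound wells and 100% = 2 mM ZnCl2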
OXTR ag: human OXTR agonists, primary screen, fluorescence, CHO-OTR cells, Fluo-8 calcium | 320,000 compounds, 0.32% hits | AID 2435, 2010 | Fluo-8 calcium fluorescence; normalized: DMSO 0%, oxytocin 100% | activation, % at 3 µM;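 active = activation above the mean of all tested compounds plus 3 SD, cutoff set per screening run, cut at about 20% in these data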;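 note: peak over basal fluorescence ratio from a 100 s FLIPR kinetic read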
Target sequence (P30559 whole entry, looked up): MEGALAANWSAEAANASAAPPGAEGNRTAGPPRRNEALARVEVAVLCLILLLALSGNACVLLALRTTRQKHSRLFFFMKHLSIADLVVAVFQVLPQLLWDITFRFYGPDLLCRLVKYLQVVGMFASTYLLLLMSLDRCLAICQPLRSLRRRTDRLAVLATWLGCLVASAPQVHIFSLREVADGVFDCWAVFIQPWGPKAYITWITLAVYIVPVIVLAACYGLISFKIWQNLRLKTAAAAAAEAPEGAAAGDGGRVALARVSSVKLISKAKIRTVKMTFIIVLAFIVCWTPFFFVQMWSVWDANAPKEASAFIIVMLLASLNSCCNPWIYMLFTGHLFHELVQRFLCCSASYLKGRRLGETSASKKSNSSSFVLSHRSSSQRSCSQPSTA
MEKK2mut PB1 HTS: MEK5 binding signal on mutant MEKK2 PB1, primary screen, biochemical, multiplex bead flow cytometry, Alexa488-MEK5. Alexa488-MEK5 binding to MEKK2 mutant. percent response, % at 10 µM. 290,000 compounds, 0.35% hits; in the data active = percent response above about 24%, passing the limit was not always enough; note: inactives centre near 1; some results filed as inactive read as strong as hits; reference of the scale not given here
Numbers without * were called inactive; / = not tested or not shown; & = joins results of further samples; [ ] = another dose, or the depositor's remark.

Letters: A = MEKK3 PB1 HTS; B = MEKK2wt PB1 HTS; C = FID counter; D = PHOSPHO1 block; E = GPR7 antagonist; F = NALP1 yeast inh; G = M18AAP inhibitor; H = OXTR ag; I = MEKK2mut PB1 HTS
Compound: COc1ccccc1Nc1nc(N)nc(CN(C)C2CCCCC2)n1
  A: 110; B: 109; C: 4; D: -3; E: -15; F: -10; G: 2; H: -1.1; I: 5

Compound: CC(C)CNC(=O)COC(=O)c1ccc(Cl)c(S(N)(=O)=O)c1
  A: /; B: /; C: -13; D: 8; E: 0; F: 40; G: 10; H: 0.3; I: /

Compound: C/C(CC(=O)Nc1ccccn1)=N\NC(=O)c1ccc2ccccc2c1
  A: 97; B: 92; C: -1; D: -9; E: 2; F: -24; G: 16; H: -0.9; I: -3

Compound: Cc1cc(C)nc(Nc2ncn[nH]2)n1
  A: 106; B: 101; C: -1; D: 27; E: -3; F: 13; G: 70*; H: 0.2; I: 3

Compound: Cc1ccc(CNC(=O)c2cc(S(=O)(=O)N3CCCC3)cn2C)cc1
  A: 99; B: 101; C: -25; D: 23; E: 1; F: 3; G: -3; H: -0.5; I: -2

Compound: Cc1ccc(C(=O)C2CCN(CC(=O)Nc3ccc4c(c3)OCCO4)CC2)cc1
  A: 108; B: 104; C: 4; D: -2; E: -1; F: 0; G: 0; H: -0.4; I: 6

Compound: O=C(c1cc(COc2ccc(F)cc2Cl)on1)N1CC2C[C@@H]3CC1C[C@H](C2)C3
  A: 98; B: 91; C: -25; D: 47; E: 9; F: 22; G: -9; H: -0.9; I: -2

Compound: O=C(Nc1cccc(S(=O)(=O)N2CCOCC2)c1)C(c1ccccc1)N1CCCCC1 (stereo unspecified)
  A: 109; B: 110; C: 1; D: 12; E: 3; F: 20; G: -2; H: -0.6; I: -1

Compound: CCc1cc(=O)oc2cc(C)cc(OCC(=O)C(C)(C)C)c12
  A: 72*[inhibitor]; B: 70; C: -10; D: 28; E: -9; F: 22; G: 0; H: -2.2; I: -23

Compound: CCOc1ccc(OCCn2c(=S)[nH]c3c(N)ncnc32)cc1
  A: 105; B: 109; C: -9; D: 48; E: -19; F: -10; G: 17; H: 0.3; I: 0

Compound: O=C(NCc1cccnc1)c1cc(Sc2ccc(F)cc2F)nc2ccccc12
  A: 124; B: 101; C: -9; D: -4; E: -6; F: 21; G: -2; H: 9.0; I: 0

Compound: Cc1ccc2nc3c(cc(C#N)c(=O)n3-c3nccs3)c(=O)n2c1
  A: 100; B: 97; C: -3; D: 6; E: -6; F: 26; G: 2; H: -1.8; I: 1

Compound: CN1[C@@H]2CC[C@H]1CC(OC(=O)[C@H](CO)c1ccccc1)C2 (stereo partly specified)
  A: 105; B: 111; C: -2; D: 36; E: -15; F: /; G: 2; H: -0.6; I: 7

Compound: O=C(O)c1ccc2cccnc2c1O
  A: 96; B: 97; C: 3; D: 7; E: -2; F: 0; G: 4; H: 0.9; I: -4

Compound: COc1cccc(NC(=O)c2ccccc2C(F)(F)F)c1
  A: 97; B: 93; C: 5; D: 19; E: -6; F: 4; G: 7; H: 6.9; I: -2

Compound: Cc1nn(C)cc1CNC(=O)c1cccc(Br)c1
  A: 122*; B: 96; C: -2; D: -32; E: -1; F: -5; G: -8; H: 2.0; I: 8

Compound: CCCCC(CC)CNC(=O)/C=C/c1ccc(F)cc1 (stereo unspecified)
  A: 112; B: 117; C: -22; D: 18; E: -4; F: 43; G: -6; H: -2.0; I: 0

Compound: O=C(OCC(=O)N1CCN(C(=O)c2ccco2)CC1)c1ccccc1OCc1ccc(Cl)cc1
  A: 101; B: 99; C: -51; D: -2; E: 28*; F: 8; G: 4; H: -1.9; I: 4

Compound: O=C1c2cccc3c(N4CCCCC4)ccc(c23)C(=O)N1CCO
  A: 98; B: 96; C: -26; D: 1; E: 0; F: 5; G: -1; H: 16; I: -1

Compound: Cc1cc(CC(=O)O)c(C)cc1CC(=O)O
  A: /; B: /; C: 3; D: 0; E: 4; F: 18; G: -1; H: 0.1; I: /

Compound: O=C(NC1CCCCC1)N1CCN(C(c2ccccc2)c2ccccc2)CC1
  A: 97; B: 95; C: -20; D: 5; E: 4; F: 41*; G: -6; H: -1.8; I: -1

Compound: CCCn1nc(C(=O)Nc2nc3ccccc3[nH]2)c2ccccc2c1=O
  A: 102; B: 112; C: -18; D: -15; E: -17; F: 32; G: 1; H: -1.9; I: 1

Compound: CC(CNC(=O)CCc1nnc(CCC2CCCCC2)o1)c1ccccc1 (stereo unspecified)
  A: 101; B: 106; C: -39; D: 15; E: -3; F: -4; G: -10; H: -0.9; I: 2

Compound: CCN(CC)CCCn1c(C)cc2c(c1=O)C(c1ccc(OC)c(OC)c1OC)C(C#N)=C(N)O2 (stereo unspecified)
  A: 102&105; B: 99&105; C: 1; D: -1; E: -7; F: 1; G: -8; H: -0.4; I: -2&12

Compound: COc1ccc(-c2nc(-c3cccc(C)c3)no2)cc1OC
  A: 89; B: 97; C: 1; D: -17; E: -5; F: -42; G: -3; H: 0.7; I: 1

Compound: Cc1cccc(/C=C2/Sc3ccc(C(=O)N4CCOCC4)cc3NC2=O)c1
  A: 97; B: 101; C: -34; D: 13; E: 3; F: 0; G: 1; H: 2.8; I: -12

Compound: CN1CCN(C(=S)c2ccc(Br)cc2)CC1
  A: 101; B: 121; C: 1; D: 61*; E: 0; F: 31; G: 47*; H: -0.8; I: 13

Compound: O=C(CSc1nnnn1-c1ccccc1)c1ccc(O)cc1O
  A: 100; B: 94; C: -5; D: 32; E: -5; F: -4; G: -6; H: 4.7; I: -3

Compound: Cn1ccnc1CN1CCCCC1C(=O)Nc1ccc(Oc2cccnc2)cc1 (stereo unspecified)
  A: 100; B: 101; C: 6; D: 21; E: 8; F: 14; G: 11; H: 0.9; I: -5

Compound: CC(C)c1cc(C(=O)N2CCCC(N3CCN(c4ccc(F)cc4)CC3)C2)no1 (stereo unspecified)
  A: 98; B: 103; C: -20; D: 18; E: -3; F: -6; G: -2; H: -1.0; I: 1

Some values from above.
`O=C(OCC(=O)N1CCN(C(=O)c2ccco2)CC1)c1ccccc1OCc1ccc(Cl)cc1` in MEKK2wt PB1 HTS has 99
`Cn1ccnc1CN1CCCCC1C(=O)Nc1ccc(Oc2cccnc2)cc1` (stereo unspecified) in MEKK2mut PB1 HTS has -5

Other records.
Letters: A = MEKK3 PB1 HTS; B = MEKK2wt PB1 HTS; C = FID counter; D = PHOSPHO1 block; E = GPR7 antagonist; F = NALP1 yeast inh; G = M18AAP inhibitor; H = OXTR ag; I = MEKK2mut PB1 HTS
Compound: CCOc1ccccc1OCC(O)CNC (stereo unspecified)
  A: 105; B: 107; C: 0; D: -17; E: -16; F: 12; G: 0; H: 0.6; I: 8

Compound: CCn1c(CC(=O)Nc2ccccc2F)nnc1SCC(=O)N1CCN(c2ccccc2)CC1
  A: /; B: /; C: -33; D: -34; E: -12; F: 10; G: -1; H: -1.4; I: /

Compound: O=C(NNC1=NS(=O)(=O)c2ccccc21)c1ccccc1
  A: 114; B: 111; C: 3; D: 43; E: 2; F: /; G: 3; H: 0.5; I: 5

Compound: COc1ccc(NC(=O)CSc2nc3sc4c(c3c(=O)n2-c2ccc(OC)cc2)CCN(C)C4)cc1
  A: 106; B: 124; C: 11; D: 27; E: -7; F: 6; G: 23; H: -0.3; I: 21

Compound: O=C(Nc1cccc(Cl)c1Cl)c1ccncc1
  A: 98; B: 100; C: -3; D: -6; E: -3; F: 0; G: -5; H: -1.1; I: 2

Compound: Cc1cc(C(=O)Cn2nc(C(=O)O)c3ccccc3c2=O)c(C)n1CCc1ccc(F)cc1
  A: 101; B: 97; C: -13; D: 32; E: -4; F: -1; G: 0; H: 1.0; I: -4

Compound: CC(=O)NC(Cc1ccccc1)C(=O)NC1CCN(c2ncccc2[N+](=O)[O-])CC1 (stereo unspecified)
  A: 102; B: 103; C: -5; D: -8; E: -8; F: 19; G: -2; H: 0.9; I: -1

Compound: COc1ccccc1-c1nc(SCc2ccccn2)n[nH]1
  A: 97; B: 104; C: /; D: 43; E: /; F: 6; G: /; H: 0.2; I: 6

Compound: COc1ccc(/C=N/NC(=O)Cn2nc(C)c([N+](=O)[O-])c2C)cc1
  A: 102; B: 100; C: -1; D: -2; E: -9; F: 21; G: -5; H: 0.3; I: -1

Compound: CC1(C)CC(=O)C(C2C3=C(CC(C)(C)CC3=O)Oc3c(Br)cc(Br)cc32)=C(O)C1 (stereo unspecified)
  A: 100; B: 100; C: -15; D: /; E: 2; F: -25; G: 0; H: -0.6; I: 0

Compound: CC1CCN(CC(=O)NNC(=O)c2cccc(Br)c2)CC1
  A: 98; B: 101; C: 0; D: -9; E: 2; F: -3; G: 4; H: 0.6; I: -5

Compound: O=C(Nc1cccnc1)c1ccc(Br)s1
  A: 104; B: 99; C: 0; D: -25; E: -10; F: 2; G: 0; H: -0.4; I: -2

Compound: COc1ccc(CNn2c(-c3cccc(C)c3)nc3ccccc3c2=O)cc1OC
  A: 104; B: 102; C: -12; D: -8; E: -22; F: -1; G: -15; H: 0.5; I: 0

Compound: Cc1nc(SCC2(C)CC2(Cl)Cl)n[nH]1 (stereo unspecified)
  A: 80; B: 79; C: 2; D: -10; E: -20; F: 3; G: -5; H: 0.3; I: -22

Compound: CNC(=S)N/N=C(\C)c1ccc(Cl)c(Cl)c1
  A: 102; B: 105; C: -2; D: 7; E: -9; F: 6; G: 5; H: -0.5; I: 2

Compound: O=C(O)c1nn(-c2ccccc2)nc1-c1nn(-c2ccccc2)nc1C(=O)O
  A: 101; B: 102; C: -1; D: 50; E: 0; F: 1; G: 6; H: 0.0; I: 2

Compound: CCc1cccc(CC)c1NC(=S)N1CCn2cccc2C1c1ccncc1 (stereo unspecified)
  A: 97; B: 85; C: -2; D: 30; E: -13; F: -5; G: -12; H: 0.7; I: -10

By substructure, the compounds so far containing fluorine
Letters: A = MEKK3 PB1 HTS; B = MEKK2wt PB1 HTS; C = FID counter; D = PHOSPHO1 block; E = GPR7 antagonist; F = NALP1 yeast inh; G = M18AAP inhibitor; H = OXTR ag; I = MEKK2mut PB1 HTS
Compound: O=C(c1cc(COc2ccc(F)cc2Cl)on1)N1CC2C[C@@H]3CC1C[C@H](C2)C3
  A: 98; B: 91; C: -25; D: 47; E: 9; F: 22; G: -9; H: -0.9; I: -2

Compound: O=C(NCc1cccnc1)c1cc(Sc2ccc(F)cc2F)nc2ccccc12
  A: 124; B: 101; C: -9; D: -4; E: -6; F: 21; G: -2; H: 9.0; I: 0

Compound: COc1cccc(NC(=O)c2ccccc2C(F)(F)F)c1
  A: 97; B: 93; C: 5; D: 19; E: -6; F: 4; G: 7; H: 6.9; I: -2

Compound: CCCCC(CC)CNC(=O)/C=C/c1ccc(F)cc1 (stereo unspecified)
  A: 112; B: 117; C: -22; D: 18; E: -4; F: 43; G: -6; H: -2.0; I: 0

Compound: CC(C)c1cc(C(=O)N2CCCC(N3CCN(c4ccc(F)cc4)CC3)C2)no1 (stereo unspecified)
  A: 98; B: 103; C: -20; D: 18; E: -3; F: -6; G: -2; H: -1.0; I: 1

Compound: CCn1c(CC(=O)Nc2ccccc2F)nnc1SCC(=O)N1CCN(c2ccccc2)CC1
  A: /; B: /; C: -33; D: -34; E: -12; F: 10; G: -1; H: -1.4; I: /

Compound: Cc1cc(C(=O)Cn2nc(C(=O)O)c3ccccc3c2=O)c(C)n1CCc1ccc(F)cc1
  A: 101; B: 97; C: -13; D: 32; E: -4; F: -1; G: 0; H: 1.0; I: -4

Screening results deposited in PubChem by several laboratories.

Rows are unselected. Share with any hit: about 6.2%.
